High-throughput results deposited in PubChem by several laboratories.
STEP inh – blocks human striatal-enriched tyrosine phosphatase. P54829. recombinant STEP, OMFP fluorogenic substrate, fluorescence. inhibition, % at 20 µM. 360,000 compounds, 0.25% hits. AID 588621;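 active = inhibition at 20 µM, scaled per plate between control wells, above about 37%, limit read from the data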;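 note: 0% = DMSO with enzyme and substrate and 100% = substrate only without enzyme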
Target sequence (P54829 whole entry, looked up): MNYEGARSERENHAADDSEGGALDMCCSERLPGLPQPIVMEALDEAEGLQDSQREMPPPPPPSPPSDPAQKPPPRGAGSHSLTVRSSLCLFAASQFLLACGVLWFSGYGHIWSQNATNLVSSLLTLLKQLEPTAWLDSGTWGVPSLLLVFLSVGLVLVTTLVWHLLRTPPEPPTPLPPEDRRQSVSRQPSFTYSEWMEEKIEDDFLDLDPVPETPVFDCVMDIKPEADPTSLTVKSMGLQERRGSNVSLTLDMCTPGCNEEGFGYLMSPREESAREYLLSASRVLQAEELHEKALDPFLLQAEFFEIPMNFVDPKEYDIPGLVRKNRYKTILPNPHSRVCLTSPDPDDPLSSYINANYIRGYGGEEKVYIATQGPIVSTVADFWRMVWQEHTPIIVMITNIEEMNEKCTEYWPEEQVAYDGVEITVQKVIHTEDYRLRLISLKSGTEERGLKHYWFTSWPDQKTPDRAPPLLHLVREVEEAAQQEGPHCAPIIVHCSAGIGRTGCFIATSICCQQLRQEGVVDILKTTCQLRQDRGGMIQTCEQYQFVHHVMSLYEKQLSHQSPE
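Material: STEP (striatal-enriched tyrosine phosphatase) enzyme, cell-free; Compound dosing: 20 µM single dose in 1% DMSO; Technique: fluorescence read at 480 nm ex / 540 nm em; Times: reaction 20 min, ambient temperature; Medium: 50 mM Bis-Tris pH 6.0 with 2.5 mM DTT and 0.005% Tween 20; Also added: OMFP at 25 µM.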
LMPTP block – LMPTP (human) inhibition; 360,000 compounds, 0.22% hits; inhibition, % at 20 µM; recombinant LMPTP-A, OMFP fluorogenic substrate, fluorescence intensity; P24666; AID 651560;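 active = compounds that cut the enzyme signal by at least half of the control window in the single-dose screen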;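 note: plate controls were DMSO wells with enzyme plus substrate for no effect and substrate without enzyme for full effect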
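Assay system: LMPTP-A, protein tyrosine phosphatase of low molecular weight / Medium: pH 6.0 Bis-Tris buffer with DTT and Triton X-100 / Schedule: 50 min enzyme reaction at room temperature, protected from light / Measured by: endpoint fluorescence intensity from OMFP dephosphorylation / Read-out basis: % inhibition relative to no-enzyme and uninhibited control wells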
DNMT1 block – blocks human DNA methyltransferase DNMT1; P26358; DNMT1 molecular beacon, Hinp1I cleavage, fluorescence; inhibition (reported as % activation of signal), % at 10 µM; 360,000 compounds, 0.83% hits; AID 588458; in the data active = inhibition above about 50%
NadD inh – NadD (S. aureus) enzyme inhibition. purified NadD enzyme, colorimetric absorbance read-out. inhibition, % at 20 µM. 360,000 compounds, 0.78% hits; in the data active = inhibition above about 26%; note: some compounds past the cut are filed as inactive
Tb MetRS inh – Trypanosoma brucei MetRS inhibition; purified T. brucei MetRS, ATP depletion, Kinase-Glo luminescence; inhibition, % at 11.9 µM; 360,000 compounds, 0.4% hits; AID 624268;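 active = inhibition above a per-plate cutoff of the control wells' mean inhibition plus 3 SD, cut at about 5.5% in these data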;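 note: 0% = DMSO wells median and 100% = median of wells with control inhibitor compound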
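Test system: purified T. brucei MetRS enzyme. Also added: ATP, methionine and E. coli bulk tRNA substrates. Compound: 11.9 µM single point. Schedule: 15 min enzyme-compound preincubation, 2 h reaction, 10 min detection, 25 °C. Signal: luciferase luminescence of residual ATP, Kinase-Glo. Evaluation: percent inhibition versus plate control medians. Controls: DMSO wells, low control.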
CSN deneddyl inh – CSN deneddylation inhibition. Q92905. Purified CSN, SCF-Nedd8-OG deneddylation, fluorescence polarization. inhibition, % at 12.5 µM. 360,000 compounds, 0.38% hits;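 active = pattern-corrected inhibition above about 35%, with an unprinted fluorescence ratio check between 0.5 and 1.5, limit read from the data, passing the limit was not always enough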;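 note: 0% = enzyme with substrate and 100% = substrate without enzyme; some results filed as inactive read as strong as hits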
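Assay system: purified human Csn5 enzyme expressed in HEK293T cells; measure: % inhibition; also added: SCFSkp2-Nedd8OG substrate at 10 nM final; technique: fluorescence polarization; times: reaction 90 min, room temperature; medium: Tris buffer pH 7.5, NaCl, DTT, Tween-20, trehalose, ovalbumin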
Rpn11 block – blocks the human proteasome subunit Rpn11. 360,000 compounds, 0.59% hits. human 26S proteasome, Ub4-pepOG fluorescence polarization; 20S core pre-blocked with epoxomicin. AID 588493. calls only at 20 µM. O00487;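 active = inhibition at 20 µM, scaled to each plate's controls, above about 33%, limit read from the data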
Target sequence (O00487 whole entry, looked up): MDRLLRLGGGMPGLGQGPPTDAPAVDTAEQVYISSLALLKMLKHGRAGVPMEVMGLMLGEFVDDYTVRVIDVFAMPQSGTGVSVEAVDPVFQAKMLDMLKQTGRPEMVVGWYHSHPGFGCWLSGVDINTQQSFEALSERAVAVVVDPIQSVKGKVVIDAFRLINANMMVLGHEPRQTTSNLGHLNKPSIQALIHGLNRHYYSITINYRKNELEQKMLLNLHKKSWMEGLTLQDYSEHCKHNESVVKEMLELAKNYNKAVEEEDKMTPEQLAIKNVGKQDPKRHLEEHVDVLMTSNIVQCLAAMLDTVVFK
SUMO1 PPI mod – modulators of human SUMO1-mediated protein-protein interactions; 360,000 compounds, 0.33% hits; inhibition, % at 20 µM; SUMO1 binding to a labelled peptide, TR-FRET, 1 h; P63165; AID 602429; in the data active = inhibition above about 37%
MsrA inh – inhibits bovine methionine sulfoxide reductase A; AID 651718; inhibition, % at 15.5 µM; 360,000 compounds, 0.75% hits; purified bovine MsrA, absorbance read-out; in the data active = inhibition above about 4.5%;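 note: 0% = vehicle wells with enzyme and 100% = reference inhibitor wells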
Scp-1 inhibitor – blocks human Scp-1 phosphatase activity | Recombinant Scp1, phosphopeptide, malachite green phosphate absorbance | inhibition, % at 20 µM | 340,000 compounds, 0.88% hits;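 active = inhibition above about 50% at 20 µM, limit read from the data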;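 note: plate controls were DMSO wells with enzyme for no effect and wells lacking enzyme for full effect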
Target sequence (Q9GZU7 76-261 limits assumed): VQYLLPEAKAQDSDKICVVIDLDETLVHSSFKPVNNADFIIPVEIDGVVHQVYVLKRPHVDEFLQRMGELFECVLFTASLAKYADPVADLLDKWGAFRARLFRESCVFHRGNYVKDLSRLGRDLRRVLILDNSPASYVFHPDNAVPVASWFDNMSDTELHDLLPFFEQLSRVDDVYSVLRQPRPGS
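System: SCP-1 catalytic domain; Reagent: Phospho 17-mer peptide substrate; Doses: one concentration, 20 µM, with 1.0% DMSO; Incubation: 45 min room-temperature reaction, 5 min colour, 30 min stabiliser; Signal: Phosphate-binding colour reagent, absorbance read at 630 nm.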
Numbers without * were called inactive; i = inactive; / = not tested or not shown.

Values run as follows: STEP inh	LMPTP block	DNMT1 block	NadD inh	Tb MetRS inh	CSN deneddyl inh	Rpn11 block	SUMO1 PPI mod	MsrA inh	Scp-1 inhibitor
(1) Cc1oc(-c2ccccc2F)nc1CN1CCC(C(=O)NC2CCCCCCC2)CC1
    -1	-0.7	-2	1	-0.8	1	i	0	/	-14
(2) O=C(COC(=O)c1cccnc1Cl)c1ccc(Cl)cc1Cl
    2	1.1	-4	-3	0.2	0	i	1	-0.7	-8
(3) COc1ccccc1N(CC(=O)Nc1cccnc1)S(C)(=O)=O
    -3	0.1	1	2	0.6	3	i	2	0.0	2
(4) CCOC(=O)/C(C(C)=O)=C1\OC(=O)c2ccccc21
    1	-2.5	1	0	-0.7	-2	i	0	-0.5	-1
(5) NNC(=O)c1cccn(Cc2cccc(C(F)(F)F)c2)c1=O
    -7	0.1	-1	1	-1.1	0	i	3	0.9	10
(6) CCCn1c(SCC(=O)Nc2cccc(NC(C)=O)c2)nnc1C(C)C
    0	0.0	2	0	0.1	-2	i	4	-0.8	-4
(7) CCc1nnc(NC(=O)C2Cc3ccccc3C(=O)O2)s1 (centres undefined)
    -3	-3.0	0	0	0.4	2	i	4	0.7	-9
(8) COc1cc(OC)c(-c2nn3c(-c4ccco4)nnc3s2)cc1OC
    0	2.2	1	2	-0.6	1	i	29	1.7	17
(9) C[C@@H]1CN([C@@H](C)CO)C(=O)Cc2cc(NS(=O)(=O)c3ccccc3)ccc2O[C@H]1CN(C)S(C)(=O)=O
    -1	-0.5	1	3	-0.4	1	i	6	-0.2	-3
(10) N#CC1=C(N)OC2=C(C(=O)CCC2)C1c1ccncc1 (centres undefined)
    -2	-0.1	75*	-6	-0.9	-3	i	1	-0.5	-6
(11) Cn1c2ccccc2c2cnn(CC(=O)Nc3ccccc3Br)c(=O)c21
    0	1.5	18	3	-0.6	15	i	3	-1.7	3
(12) COCCCNC(=S)N1CCCN(c2nc3cc(C)c(C)cc3cc2C#N)CC1
    1	0.3	-8	-5	0.1	5	i	-13	-0.2	2
(13) O=[N+]([O-])c1ccc(N/N=C/c2ccccc2O)cc1
    -1	4.1	-7	-10	1.6	11	i	-33	0.8	1
(14) O=[N+]([O-])c1ccc(Nc2nc(N/N=C/c3cccc(F)c3)nc(N3CCCC3)n2)cc1
    0	1.5	-2	38*	-0.5	-3	i	-1	1.3	-2
(15) CC1=NN(C(=O)c2cc(C)nn2C)C(O)(C(F)(F)F)C1 (centres undefined)
    2	0.3	0	2	0.6	-13	i	1	-1.4	-5
(16) Cc1cc(C)cc(NCc2cc(=O)oc3cc(C)c(O)cc23)c1
    -1	1.4	-3	0	0.8	5	i	-2	-0.3	-4
(17) Cc1nnc(-c2cnn(C)c2N)n1Cc1ccccc1
    0	0.4	1	-4	0.4	2	i	0	-0.1	-9
(18) COc1ccc(Br)cc1C1N2CC3(C)CN1CC(C)(C2)C3=O (centres undefined)
    -1	-1.8	3	-3	0.4	-2	i	-1	-1.1	-12
(19) Cc1cc(C(=O)NCc2cccnc2)cs1
    -2	-1.0	-1	1	-0.7	-2	i	5	/	0
(20) COC(=O)c1ccc(CN2C(=O)C(C)N(C(=O)c3c(F)cccc3F)c3ccccc32)cc1 (centres undefined)
    0	1.8	-1	-10	-0.2	2	i	0	1.2	-22
(21) CCSc1nc2c(c(=O)[nH]1)C(c1ccncc1)C(C(=O)OC(C)C)=C(C)N2 (centres undefined)
    -7	-0.2	2	1	-0.2	-3	i	7	-0.6	-3
(22) CCc1ccc(NC(=O)c2cc(-c3cccs3)on2)cc1
    0	-0.1	-1	-3	-0.6	1	i	-7	1.1	-6
(23) O=C(NCCCN1CCCC1=O)c1cc(NS(=O)(=O)c2ccc(F)cc2)cc(NS(=O)(=O)c2ccc(F)cc2)c1
    1	0.4	-1	1	-0.3	0	i	0	0.0	-8
(24) CCCn1nc2cc(C(=O)NCc3ccccc3OC)ccc2c1OCC
    0	-1.6	0	2	-0.5	-5	i	-12	-0.3	-2
(25) OCCC1CN(Cc2cccn2-c2cccnc2)CCN1Cc1ccccc1 (centres undefined)
    -3	-1.1	-1	-3	-0.4	-3	i	3	-0.1	-7
(26) O=C(COC(=O)COc1ccc(Cl)cc1Cl)NC1CCCC1
    0	-0.3	-1	-2	0.9	-1	i	2	0.0	-3
(27) Cn1c(SCC(=O)Nc2nncs2)nnc1C1CC1
    29	-0.4	50	-2	-0.2	9	i	18	0.0	79*
(28) Cc1cc(C)cc(C(=O)NCC(=O)OCC(=O)N2CCCCC2)c1
    1	1.0	1	4	-0.8	-8	i	-3	1.8	-11
(29) CCCCn1nnnc1C(c1cc2ccccc2o1)N1CCN(c2ncccc2C#N)CC1 (centres undefined)
    /	3.0	/	6	-0.1	-1	/	5	-0.1	/
(30) CCC(=O)Nc1cccc(-c2ccc(N3CCCCC3)nn2)c1
    0	1.5	-1	1	-0.4	-1	i	-19	2.4	6

Just Rpn11 block (3 entries from above):
nr | SMILES | Rpn11 block
21 | CCSc1nc2c(c(=O)[nH]1)C(c1ccncc1)C(C(=O)OC(C)C)=C(C)N2 (centres undefined) | i
22 | CCc1ccc(NC(=O)c2cc(-c3cccs3)on2)cc1 | i
23 | O=C(NCCCN1CCCC1=O)c1cc(NS(=O)(=O)c2ccc(F)cc2)cc(NS(=O)(=O)c2ccc(F)cc2)c1 | i

Continued:
Values run as follows: STEP inh	LMPTP block	DNMT1 block	NadD inh	Tb MetRS inh	CSN deneddyl inh	Rpn11 block	SUMO1 PPI mod	MsrA inh	Scp-1 inhibitor
(31) COC(=O)c1ccc2c(=O)[nH]c(COC(=O)c3[nH]c(C)c(C(C)=O)c3C)nc2c1
    2	-0.2	-7	1	-0.4	-6	i	10	-0.2	5
(32) CN1C(=O)S/C(=C/c2cccn2-c2cccc(C(=O)O)c2)C1=O
    10	0.9	21	-3	-0.2	6	i	-13	3.7	7
(33) O=C(CSC1=NC(=O)C(c2ccccc2)C(=O)N1)Nc1cccc(Cl)c1 (centres undefined)
    2	-0.5	-1	-6	-1.5	4	i	-7	0.1	-4
(34) Cc1[nH]nc(C(F)(F)F)c1CCC(=O)NC1CCCCCC1
    -3	-8.8	1	-1	-0.7	4	i	-2	-0.7	7
(35) COc1ccc(OCCCC(=O)OCC(=O)N2CCN(S(=O)(=O)c3ccc(C)cc3C)CC2)cc1
    -2	1.7	1	-8	-0.7	0	i	0	0.3	-5
(36) O=C(COc1ncnc2ccccc12)N1CCN(c2ccccc2)CC1
    0	-1.3	0	-4	-0.1	4	i	-1	0.9	-4
(37) Cc1cc(C(=O)Nc2cccnc2Cl)on1
    2	-1.5	5	1	-0.5	0	i	4	0.4	-4
(38) Cn1c(SCc2nc3ccccc3c(=O)[nH]2)nc2ccccc21
    1	-0.9	-4	-7	0.5	-2	i	5	0.9	-9
(39) CN(C)S(=O)(=O)CC12CCC(CC1=O)C2(C)C (centres undefined)
    -2	-0.1	1	-4	-0.8	3	i	1	0.6	-2
(40) COC(=O)c1ccc(NC(=O)CSc2nnc(C)n2CC2CCCO2)cc1 (centres undefined)
    -1	-0.9	-1	-4	0.0	0	i	4	-0.4	-7
(41) CCOc1ccc(C(=O)OC2CCCN(C)C2)cc1 (centres undefined)
    -3	0.2	9	2	-1.3	-3	i	-2	-0.6	-5
(42) C/C(=N/O)c1cc(C(C)(C)C)c(O)c(C(C)(C)C)c1
    -2	1.2	1	-6	-0.2	-3	i	0	12*	-5
(43) CCC1CCc2c(sc3ncnc(N4CCOCC4)c23)C1 (centres undefined)
    2	0.1	-1	-8	0.3	0	i	-4	-1.0	-2
(44) COc1ccc2[nH]c3c(c2c1)CCN1C(=O)C(CC(=O)NCCCn2ccnc2)C[C@H](C(=O)N2CCCCC2)[C@@]31CCc1ccccc1 (some centres undefined)
    0	-8.4	3	13	-1.7	-1	i	-3	1.4	4
(45) CCOc1ccc(S(=O)(=O)/N=C(/Nc2ccc(S(N)(=O)=O)cc2)c2ccccc2)cc1
    2	0.8	-1	-6	-0.1	2	i	4	0.3	-6
(46) O=C(NN1C(=O)C2C3C=CC(C3)C2C1=O)c1cccc(Cl)c1 (centres undefined)
    -3	-2.3	1	-2	-0.3	-11	i	4	-1.8	-5
(47) Cc1csc(NC(=O)c2ccc(Cl)cc2[N+](=O)[O-])n1
    2	-0.5	2	0	1.2	3	i	-22	2.7	-5
(48) Cc1onc(-c2ccccc2Cl)c1C(=O)Nc1cccc(S(=O)(=O)N2CCOCC2)c1
    5	0.2	0	2	0.6	-4	i	-2	1.0	-2
(49) CCN1CCN(c2ccc(S(=O)(=O)N3CCCCC3)cc2NC(=O)c2ccc(OC(F)F)cc2)CC1
    0	1.0	0	-2	-0.1	-1	i	0	-1.9	11
(50) O=C1CCC/C(=N/NC(=O)c2sc3ccccc3c2Cl)C1
    20	0.1	-5	3	-0.6	-2	/	11	1.9	-13
(51) Cc1ccc(S(=O)(=O)NCCC2=CCCCC2)cc1C(N)=O
    1	-0.8	1	1	-0.5	1	i	1	-0.3	-8
(52) COc1ccc(CCC(=O)N2CCN(C(=O)c3ccccc3)CC2)cc1
    -3	-0.9	-1	-1	-0.5	1	i	4	0.3	-10
(53) CSc1ccc(CN2CCC(N3CCC(C(=O)NC4CC4)CC3)CC2)cc1
    0	-0.4	1	4	-0.4	1	i	-4	0.2	/
(54) Cc1cc(=O)n(CC(C)C)c(O)c1C#N
    -2	-0.2	-16	3	-1.1	-6	i	0	1.9	-1
(55) O=C(Cn1cc2c(n1)CCCC2)Nc1cc(-c2cccc(Cl)c2)no1
    -5	2.5	-5	11	0.1	0	i	8	0.7	0
(56) CCc1ncc(C(O)c2ccc(Cl)cc2)n1Cc1ccccc1 (centres undefined)
    -2	0.4	-8	-2	-0.1	5	i	0	1.1	/
(57) COCCCNC(=O)c1c(N)n(-c2cccc(S(N)(=O)=O)c2)c2nc3ccccc3nc12
    -7	1.9	-15	7	-0.3	-5	i	-5	0.6	-3
(58) O=C(CSc1ccccc1)NCCc1ccc(F)cc1
    0	-1.3	6	0	0.1	-4	i	-4	-1.0	-5
(59) COc1ccccc1CN1CCNC(=O)C1CC(=O)NCCCN1CCCC1=O (centres undefined)
    -3	-2.5	0	-1	-0.5	-5	i	-4	-0.5	10
